From PubChem BioAssay
PKA-R2B activ – activators of PKA-R2B holoenzyme, primary screen, biochemical, fluorescence polarization, Cy5-IP20, human. cAMP-dependent protein kinase catalytic subunit beta (Homo sapiens) + cAMP-dependent …. PKA-R2B holoenzyme dissociation; R2B truncated from residue 108, S112A mutant; 0% DMSO only, 100% 113 µM cGMP. activation, % at 11.4 µM. 340,000 tested, 0.079% active;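 active means activation above a cutoff set at the mean over all compounds plus 3 SD, cut at about 18% in these data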;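 further: higher means more holoenzyme dissociation and a rise in polarization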
PfHsp90 yeast 2 – growth inhibition of PfHsp90-expressing yeast, primary screen, antimalarial PfHsp90 inhibitor project, S. cerevisiae, BacTiter-Glo luminescence, single point, set 2; BacTiter-Glo ATP, 48 h; yeast lacking PDR1 and PDR3 efflux regulators; inhibition, % at 9.4 µM; 310,000 tested, 0.32% active;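 active means every replicate shows inhibition above about 80%, whatever the replicate mean, limit read from the data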;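 further: 0% = DMSO neutral controls and 100% = 20 µM radicicol positive controls; yeast relying on Plasmodium falciparum Hsp90 in place of its own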
OPRM1-OPRD1 inv – inverse agonists of MOR-DOR heterodimerization, primary screen, cell-based, luminescence; Mu-type opioid receptor (Homo sapiens) + Delta-type opioid receptor (Homo sapiens), …; cell-based MOR-DOR heterodimer luminescence, inverse agonism; inhibition, % at 9.3 µM; 340,000 tested, 0.21% active; AID 504357, 2011; in the data active means inhibition above about 22%, passing the limit was not always enough;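 further: 0% = cells with DMSO and 100% = wells without cells with DMSO; values of inactives mirror those of a sister screen read the other way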
Target sequence (P35372 whole entry, looked up): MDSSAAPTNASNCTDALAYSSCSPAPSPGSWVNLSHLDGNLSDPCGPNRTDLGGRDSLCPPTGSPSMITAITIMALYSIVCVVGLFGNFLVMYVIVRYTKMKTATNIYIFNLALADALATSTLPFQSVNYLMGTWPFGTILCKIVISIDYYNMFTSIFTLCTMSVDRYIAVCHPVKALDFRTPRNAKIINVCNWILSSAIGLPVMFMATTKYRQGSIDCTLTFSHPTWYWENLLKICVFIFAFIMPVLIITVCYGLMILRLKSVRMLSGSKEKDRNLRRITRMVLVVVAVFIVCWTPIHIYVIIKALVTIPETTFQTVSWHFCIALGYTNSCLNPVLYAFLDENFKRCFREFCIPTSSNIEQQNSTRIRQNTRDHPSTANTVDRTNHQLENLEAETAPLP
Target sequence (P41143 whole entry, looked up): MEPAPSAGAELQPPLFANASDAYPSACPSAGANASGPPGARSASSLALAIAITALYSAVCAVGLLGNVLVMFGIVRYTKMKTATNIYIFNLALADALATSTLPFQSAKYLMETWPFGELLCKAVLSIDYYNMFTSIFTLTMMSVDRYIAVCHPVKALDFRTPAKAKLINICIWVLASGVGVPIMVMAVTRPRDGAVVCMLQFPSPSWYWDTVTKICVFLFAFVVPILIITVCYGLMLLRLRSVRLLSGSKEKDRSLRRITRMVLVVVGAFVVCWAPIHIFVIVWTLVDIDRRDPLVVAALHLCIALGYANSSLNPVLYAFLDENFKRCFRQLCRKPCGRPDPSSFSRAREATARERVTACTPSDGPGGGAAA
Mot1-301 SUMO – yeast Mot1-301 growth rescue at high temperature, primary screen, SUMOylation pathway inhibitor project, S. cerevisiae, ATP luminescence, 38.5C; S. cerevisiae Mot1-301 growth rescue; percent above DMSO median, 100 means doubled; AID 2716, 2010; growth rescue, % at 18.8 µM; 320,000 tested, 1% active;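 active means every valid replicate shows activation above 250% relative to neutral control wells; inactive means the rest, any valid replicate at or below 250%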;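 further: OY570 slx delta 5 strain wells were the positive control but not used for scaling; some compounds called inactive have numbers as strong as hits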
Ecoli viability – E. coli V3065 growth inhibition, primary screen, counter-screen for AddAB inhibitor project, absorbance, OD600; 18 h; inhibition, % at 11.9 µM; 330,000 tested, 0.27% active;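 active means inhibition above the campaign's mean inhibition across all tested compounds plus 3 SD, cut at about 9.9% in these data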;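 further: uninfected addAB+ strain grown without phage in ampicillin broth; 0% = DMSO wells and 100% = ciprofloxacin 0.95 µg/ml wells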
HTR5A inv ctr – HTR5A inverse agonists in luminescence cell assay, primary screen, counter-screen for OPRM1-OPRD1 heterodimer inverse agonist project, full-deck HTS | HTR5A cell line, inverse agonism | inhibition, % at 9.3 µM | 340,000 tested, 0.083% active | AID 504634, 2011; in the data active means inhibition mostly above about 23%, no sharp cut-off; inactive means mostly below about 18%;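 further: 0% = cells with DMSO and 100% = no-cell wells with DMSO; some compounds called inactive have numbers as strong as hits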
PKA-R1A activ – activators of PKA-R1A holoenzyme, primary screen, biochemical, fluorescence polarization, Cy5-IP20, bovine R1A, mouse PKAc; 340,000 tested, 0.083% active; cAMP-dependent protein kinase type I-alpha regulatory subunit (Bos taurus) + …; PKA-R1A dissociation; scaled: DMSO 0%, 113 µM cGMP 100%; activation, % at 11.4 µM;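 active means percent activation above the mean of all tested compounds plus 3 SD, cut at about 19% in these data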;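 further: higher means more PKAc released from R1A so a rise in polarization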
AddAB inh – growth inhibition of E. coli expressing H. pylori AddAB, primary screen, AddAB inhibitor project, absorbance; AID 435030, 2010; 330,000 tested, 0.29% active; inhibition, % at 11.9 µM; in the data active means inhibition above about 12%;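 further: 0% = vehicle wells of infected cells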
MOR-DOR ag – agonists of OPRM1-OPRD1 heterodimerization, primary screen, cell-based, luminescence | cells | Mu-type opioid receptor (Homo sapiens) + Delta-type opioid receptor (Homo sapiens), … | 340,000 tested, 0.3% active | AID 504326, 2011 | activation, % at 9.3 µM; in the data active means activation above about 18%;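 further: 0% = vehicle-treated cells and 100% = reference agonist; values of inactives mirror those of a sister screen read the other way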
Tat export inh – E. coli Tat export inhibitors, primary screen, MC4100, TorA-mCherry reporter, fluorescence, single point | 340,000 tested, 0.036% active | inhibition, % at 10 µM | AID 488895, 2010;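 active means mean replicate inhibition at least 50% and at least half of replicates individually reaching 50%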;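 further: exported cargo escapes ClpAP degradation while cytoplasmic cargo is degraded and loses fluorescence; 0% = median of neutral control wells and 100% = median of NaSCN control wells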
phage Ecoli inh – growth loss of phage-infected E. coli, primary screen, RecBCD inhibitor project, absorbance, with phage, HTS; 360,000 tested, 0.26% active; inhibition, % at 11.9 µM; in the data active means inhibition above about 11%
An asterisk follows results filed as active; x = not tested or not shown. Compounds as they come, and some 2.2% of all compounds hit somewhere here.

Each structure is followed by: Ecoli viability | HTR5A inv ctr | MOR-DOR ag | OPRM1-OPRD1 inv | PKA-R1A activ | Mot1-301 SUMO | PKA-R2B activ | phage Ecoli inh | AddAB inh | PfHsp90 yeast 2 | Tat export inh
COc1ccc(NC(=O)C2C3CCC(O3)C2C(=O)O)cc1OC (stereo not drawn)
  -0.9 | -7.7 | -0.5 | 2.4 | 8.0 | 0.7 | 1.4 | 1.2 | 1.2 | -17.8 | 2.7
O=C(Nc1ccccc1)/C(=C\c1cccs1)NC(=O)c1ccccc1
  -0.8 | 1.2 | -1.8 | 9.7 | 1.6 | 13.1 | -0.1 | 2.8 | 0.2 | 8.2 | 3.8
COc1ccc(CC(=O)OCC(=O)NC2CCCCC2)cc1
  -0.5 | -5.6 | -3.2 | 12.4 | 6.1 | -17.5 | -3.6 | 0.5 | 0.4 | 12.3 | -0.1
COc1cccc(-c2cc(C(F)(F)F)nc(N3CCC(C)CC3)n2)c1
  -1.8 | -18.5 | -3.1 | 16.1 | -7.0 | -15.3 | 3.2 | 0.8 | -2.0 | 14.0 | 3.2
CCN1CCOC(CC(=O)Nc2ccc([N+](=O)[O-])cc2)C1=O (stereo not drawn)
  -3.1 | -11.5 | 0.9 | -4.9 | 1.3 | 377.7 | 8.3 | 2.1 | -0.3 | 5.9 | -0.6
Cc1ccc(C)c(NC(=S)NCc2ccccc2)c1
  -0.1 | -3.9 | -1.1 | 5.2 | -6.6 | -9.6 | -2.5 | 5.0 | 3.2 | 7.4 | -5.3
CCc1ccc(CNC(=O)CCC(=O)N2Cc3cccc(OC)c3Oc3ncccc32)cc1
  1.3 | -8.3 | -3.0 | 16.1 | -3.0 | -14.8 | -11.1 | -0.9 | 1.2 | 16.8 | -6.6
COc1ccc(-c2noc(N3CCC(C(=O)NCCCN4CCC(C)CC4)CC3)n2)cc1
  -1.3 | -1.6 | 1.4 | -8.0 | -9.4 | -1.8 | -8.8 | 1.4 | 0.9 | 6.8 | -7.4
CCOc1cc(/C=C2\SC(=S)N(N3CCOCC3)C2=O)ccc1O
  -0.8 | 12.0 | -1.6 | 7.9 | -9.1 | 15.9 | 1.7 | 0.3 | -0.1 | -14.8 | 6.3
C=CCN1C(=NC(=O)COc2ccc(Cl)cc2)SC2CS(=O)(=O)CC21 (stereo not drawn)
  0.3 | -1.0 | -2.5 | 12.7 | 1.2 | -3.3 | -6.5 | -0.8 | 1.9 | 6.9 | 0.0
CCOC(=O)N1CCN(/C=C(\C#N)c2nc3ccccc3s2)CC1
  1.3 | 12.8 | -2.3 | 11.6 | -13.7 | -3.9 | -13.0 | 3.0 | 1.8 | 0.7 | -7.8
CCOC(=O)C1(c2ccccc2)NC(c2ccccc2C)C2C(=O)N(c3ccc4c(c3)OCO4)C(=O)C21 (stereo not drawn)
  2.1 | -20.9 | -2.5 | 14.6 | 5.4 | 37.5 | -4.8 | 3.1 | 1.6 | -19.3 | -5.0
c1ccc2c(c1)CCN(C1CCCCC1)C2
  1.3 | 1.9 | -1.8 | 8.3 | 10.5 | -11.6 | -0.6 | 3.5 | 0.7 | -1.3 | 3.1
O=C(COC(=O)/C=C/c1cccc(Br)c1)NCCC1=CCCCC1
  0.2 | -8.0 | 2.5 | -12.6 | -2.2 | 3.5 | -4.4 | 1.4 | 4.2 | -6.8 | 8.9
CC(C)NC(=O)CN1CCC(c2nc3ccccc3[nH]2)CC1
  -0.2 | 13.0 | -1.3 | 6.8 | -3.4 | 1.1 | 1.3 | 4.0 | 3.4 | 22.7 | -4.2
COc1cc(CNCc2ccccn2)ccc1OCc1ccccc1Cl
  -3.8 | 16.2 | 1.4 | -8.3 | -7.0 | 10.3 | -2.8 | -0.3 | 3.6 | 8.6 | 2.3
Clc1ccc(/C=C/c2nc3ccccc3[nH]2)cc1
  1.0 | -22.9 | 2.8 | -12.3 | -15.4 | 92.0 | -0.5 | 3.3 | 3.1 | 59.0 | -4.6
CC1CC(C)CN(c2ccc(-n3cnnn3)cc2[N+](=O)[O-])C1 (stereo not drawn)
  1.7 | -19.6 | 3.5 | -20.6 | -2.5 | -11.5 | 5.4 | 4.0 | 0.6 | 13.0 | 0.9
CN(C)S(=O)(=O)c1ccc(S(=O)(=O)N2CCN(CCC#N)CC2)cc1
  -0.5 | -1.3 | 0.4 | -2.0 | 4.9 | 5.4 | 2.3 | 1.8 | -2.4 | x | 20.5
CN(CC(=O)Nc1ccccc1Cl)C(=O)c1cc(C2CC2)nn1-c1ccccc1
  -1.2 | 13.8 | -0.1 | 0.5 | -13.3 | 6.6 | -13.3 | 2.3 | 3.2 | 34.2 | -3.1
Cc1ccc(S(=O)(=O)N2CCC(C(=O)OCC(=O)N(C)C3CCCCC3)CC2)cc1C
  2.1 | -1.3 | 2.1 | -13.3 | 12.1 | x | -1.4 | 3.1 | 2.8 | 2.9 | -0.7
Cc1ccc(NC(=O)CCN2C(=O)c3cccc4cccc(c34)C2=O)cc1
  -0.4 | -2.9 | -2.9 | 13.3 | -4.0 | x | -3.4 | 3.1 | 1.2 | -5.0 | -3.8
CCOC(=O)c1c(S(=O)(=O)NCc2ccc(C)o2)c(C)n(C)c1C
  -0.2 | -17.3 | -1.1 | 5.7 | 4.5 | -8.8 | -7.9 | 1.0 | 1.9 | -4.0 | -2.8
Cc1ccc2c(c1)N(C(=O)CCC(=O)NCCCN1CC(C)CC(C)C1)CCO2 (stereo not drawn)
  -2.0 | -10.6 | 0.7 | -3.9 | 4.9 | -9.3 | 1.4 | 1.4 | -0.7 | -11.4 | -12.5
Cc1ccc2c(CSc3nc4ccccc4c(=O)n3CCCO)cc(=O)oc2c1C
  0.5 | -0.6 | -3.9 | 19.2 | 1.6 | -6.4 | -0.9 | -0.2 | 1.4 | x | -7.5
CC(NC(=O)COC(=O)c1cc(=O)[nH]c2ccccc12)c1ccccc1 (stereo not drawn)
  -1.6 | 12.4 | -2.8 | 14.1 | -4.8 | -4.4 | 7.7 | 1.7 | 1.4 | -3.6 | -3.2
Cc1occc1-c1nnc(SCC(=O)NC2CCCC2)n1-c1ccccc1
  0.4 | -6.2 | 0.2 | -1.1 | -2.9 | -0.4 | -10.2 | 3.9 | -0.7 | 17.1 | 3.1
COc1ccc(NC(=O)COC(=O)c2ccc(O)cc2)c([N+](=O)[O-])c1
  0.9 | 21.6 | 0.7 | -4.0 | -11.9 | 1.5 | -15.4 | 2.0 | 3.0 | 3.1 | -12.6
CC1=NN(C(C#N)c2ccccc2C)C(c2ccccc2)C1 (stereo not drawn)
  0.0 | -8.4 | -1.1 | 5.3 | -2.0 | -1.1 | -1.5 | -0.4 | 1.6 | -22.2 | -8.7
COc1ccc(-c2cn[nH]c2-c2ccc(OC)cc2)cc1
  -4.3 | 14.5 | -3.0 | 13.3 | 9.4 | -9.6 | -8.8 | -1.2 | -0.1 | -29.7 | 22.4
CC(C)(C)C1CCC2(CC1)C(C#N)=C(SCC(=O)NC1CCCCC1)NC(=O)C2C#N (stereo not drawn)
  2.6 | -11.7 | 3.0 | -18.0 | 10.2 | 20.0 | -5.3 | -0.4 | 3.7 | -15.5 | -3.4
O=C(CC1Sc2ccccc2NC1=O)NNc1cccc(Cl)c1Cl (stereo not drawn)
  x | -8.4 | -0.8 | 3.8 | -5.4 | x | 3.5 | 1.9 | x | -2.0 | 7.4
CCCCNC(=O)c1ccccc1SCC(=O)NC1CCCCCCC1
  0.9 | 3.1 | -1.3 | 5.3 | -3.4 | 3.5 | 0.3 | -0.1 | -0.9 | -6.0 | 1.5
Brc1ccc(-c2cn3ccccc3n2)s1
  -0.4 | 2.7 | 0.3 | -1.8 | 5.6 | 5.6 | 2.8 | 3.1 | 1.4 | 23.4 | 0.5
COc1ccc(OC)c(/C=N/NC(=S)NCCc2ccccc2)c1
  x | 12.5 | -1.5 | 6.7 | -5.2 | 6.4 | 4.7 | 1.4 | x | 3.7 | 13.6
Cn1c(SCC(=O)Nc2ccc(F)cc2F)nnc1-c1cccnc1
  -0.7 | -5.1 | 0.9 | -4.5 | 1.1 | 70.1 | 1.4 | 1.8 | 0.5 | -4.8 | 15.5
CCOC(=O)COc1ccc(/C=C2/C(=O)NN(c3ccc(F)cc3)C2=O)cc1OC
  0.8 | -3.6 | -2.9 | 14.1 | -3.8 | 14.2 | -4.3 | 3.0 | -0.6 | 0.8 | 2.8
COc1ccc(/C=C(\C#N)C(=O)OCC(=O)N2CC(C)OC(C)C2)cc1 (stereo not drawn)
  -0.2 | -7.0 | -2.0 | 10.5 | -11.1 | 19.5 | -11.2 | 0.6 | 1.8 | 6.6 | -10.5
Cc1ccc(NC(N)=S)cc1
  -1.4 | 4.9 | -1.1 | 5.6 | -3.4 | 1.0 | -10.0 | -0.2 | 3.0 | -5.4 | -1.0
Cc1nc(NC(=O)C23CCC(C)(C(=O)O2)C3(C)C)sc1C (stereo not drawn)
  0.0 | 16.2 | -2.8 | 11.6 | -6.5 | -5.4 | 0.0 | 2.1 | 3.7 | 18.6 | 1.9
Cc1ccc(C)c(S(=O)(=O)N2CCN(CC(=O)Nc3cc(C)on3)CC2)c1
  -2.7 | 17.7 | -1.3 | 7.8 | -4.7 | 639.1 | -7.4 | 3.7 | -1.2 | -5.7 | -1.6
CC(C(=O)Nc1sc2c(c1C(=O)NCC1CCCO1)CCC2)N1C(=O)c2ccccc2C1=O (stereo not drawn)
  -1.6 | 11.1 | 0.7 | -3.5 | -0.2 | -12.9 | 2.2 | 1.3 | 2.6 | 16.2 | -9.3
O=C1C2C3C=CC(O3)C2C(=O)N1N=Cc1ccc2c(c1)OCO2 (stereo not drawn)
  x | -17.8 | -3.2 | 16.5 | 1.9 | x | -1.5 | -0.2 | x | 18.4 | -11.4
O=C(OCc1ccc([N+](=O)[O-])cc1Cl)c1cnccn1
  0.9 | -42.4 | -2.0 | 10.1 | -1.1 | -7.9 | -9.6 | 5.9 | 0.5 | -1.6 | 0.5
